Screens (PubChem BioAssay)
TDP1 block – TDP1 (human) enzyme inhibition. AID 485290. Potency, µM (series often up to 130 µM), without a hit: at the top dose activity change, negative = inhibition, hits mostly inhibitors. recombinant TDP1, AlphaScreen DNA substrate cleavage. 350,000 compounds, 0.28% hits; also: nearly all actives have a fitted effect of over 40% in size
Target sequence (Q9NUW8 whole entry, looked up): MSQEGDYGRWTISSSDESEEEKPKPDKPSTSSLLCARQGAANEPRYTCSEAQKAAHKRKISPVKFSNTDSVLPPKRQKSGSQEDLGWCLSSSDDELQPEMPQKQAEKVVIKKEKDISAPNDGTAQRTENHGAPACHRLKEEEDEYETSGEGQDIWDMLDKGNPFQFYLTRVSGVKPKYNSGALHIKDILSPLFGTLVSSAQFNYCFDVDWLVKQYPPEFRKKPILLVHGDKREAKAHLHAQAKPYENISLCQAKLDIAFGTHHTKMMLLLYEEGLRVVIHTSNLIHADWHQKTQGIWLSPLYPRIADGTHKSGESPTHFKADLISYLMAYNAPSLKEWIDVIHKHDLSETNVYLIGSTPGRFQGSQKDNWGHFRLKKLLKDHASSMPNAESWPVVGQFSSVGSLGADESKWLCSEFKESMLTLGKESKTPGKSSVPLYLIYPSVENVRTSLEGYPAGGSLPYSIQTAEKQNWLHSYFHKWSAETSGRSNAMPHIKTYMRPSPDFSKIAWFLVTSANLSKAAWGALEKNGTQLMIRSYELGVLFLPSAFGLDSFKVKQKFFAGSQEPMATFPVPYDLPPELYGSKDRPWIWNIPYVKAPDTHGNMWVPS
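Here, a 5' biotin and 3' phosphotyrosine-FITC DNA oligonucleotide reports Tdp1 activity: intact substrate bridges AlphaScreen beads, while cleavage leaves a 3' phosphate and drops signal. All incubations at room temperature.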
KAT2A inh – blocks human GCN5L2 histone acetyltransferase; Q92830; GCN5L2 HAT assay, ThioGlo1 CoA-SH fluorescence; Potency, µM (doses to about 58.9 µM), without a hit: at the top dose activity change, negative = inhibition, most hits filed as inhibitors; 390,000 compounds, 0.21% hits
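GCN5L2 (20nM final) in 50mM HEPES, 0.1mM EDTA pH 7.5, 0.01% Tween-20 was preincubated 15 min at room temperature with compound, then given ThioGlo1 (50uM), H3(1-25) peptide (75uM) and acetyl-CoA (70uM); CoA-thiol fluorescence (Ex340/Em540) was read at 0 and 20 min.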
TDP1 cell noCPT – qHTS for Inhibitors of human tyrosyl-DNA phosphodiesterase 1 (TDP1): qHTS in cells in absence of CPT. DT40 Tdp1-/- hTDP1 cells, no CPT, ATP luminescence, 48 h. Potency, µM (highest dose often 46.2 µM), inactives show top-dose activity change, negative = growth inhibition, most hits filed as inhibitors. 420,000 compounds, 15% hits; also: nearly all actives have a fitted effect of over 55% in size
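Seeded 400 DT40-hTDP1 cells/well (vehicle DMSO, no 20 nM CPT); pinned compounds; ≥48 hr at 37 °C; CellTiter-Glo luminescence as viability measure.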
The depositor's hits bear a star; ? = inconclusive; nt = not tested or not shown; & = joins results of further samples; [ ] = remark or other dose. Calls follow the shape of the dose curve; as a rule, active = well fitted curve in the direction sought with a large enough effect; inconclusive = small, poorly fitted or top-dose-only effect, or another doubt; inactive = no such curve, though single readings can be large; an effect the other way counts as inactive or inconclusive. % is scaled to controls: 0 for no effect and ±100 for the full control effect; potency is read from the fitted curve at half-maximal effect.

1) CCOP(=O)(OCC)/C(C#N)=C/c1ccc(-c2ccc(F)cc2F)o1
2) CCC(=O)c1ccc(OC)c(OC)c1
3) O=C(O)C1C2CCC(O2)C1C(=O)Nc1ccc(F)c(F)c1 (stereo not given)
4) CN1C(=O)N(C)C(=O)C2(Cc3cc(NC(=O)c4ccc(F)cc4)ccc3N3CCCC32)C1=O (stereo not given)
5) COC(=O)C1=C(c2cccc(OCc3ccccc3)c2)C[C@@H]2CC[C@H]1N2C(=O)NCCOc1ccc(OC)cc1
6) COc1cccc(-c2nn3c(=O)cc(CN4CCN(C(=O)COc5ccccc5C)CC4)nc3s2)c1

Compound	1	2	3	4	5	6
TDP1 block	-4%	6%	0%	3%	1%	3%
KAT2A inh	-6%	-4%	-8%	-24%	-5%	-1%
TDP1 cell noCPT	?	28%	16%	?	?	23µM*

7) OCC1CO1 (stereo not given)
8) CN1CCN(c2ccc(C(N)=O)cc2N)CC1
9) Cc1ccc(-n2nc(C)c3c2NC(=O)CSC3c2ccc3c(c2)OCO3)cc1 (stereo not given)
10) C=C1C2C[C@]3(C4CC5[C@@]6(C)CC[C@H](O)[C@@]5(C3CC2=O)C4[N+]([O-])(CC)C6)[C@@H]1O (stereo not given in full)
11) COC(=O)C1=C(c2ccc(F)cc2OCc2ccccc2)C[C@@H]2CC[C@H]1N2C(=O)NC1Cc2ccccc2C1
12) CN1CCN(C(=S)SCC(=O)Nc2ccc(Cl)cc2C(=O)c2ccccc2)CC1

Compound	7	8	9	10	11	12
TDP1 block	0%&1%	1%	2%	6%	1%	-5%
KAT2A inh	-16%	-7%	-5%	nt	-17%	-9%
TDP1 cell noCPT	2%	-26%	?	-8%[9.04 µM]	26µM*	?

(continued)
Below each compound – TDP1 block	KAT2A inh	TDP1 cell noCPT
13) Cc1ccc(-n2c(O)c(C=Nc3ccccc3N)c(=O)[nH]c2=O)cc1C
→ 10%	-9%	?
14) CCCCn1c(=O)c(C(=O)Nc2cccc(C)c2)c(O)c2ccccc21
→ nt	-5%	4.6µM*
15) Cc1nnc(NCc2ccccc2)c2c1nnn2Cc1ccc(F)cc1
→ 0%	-10%	?
16) C[C@@H]1CC[C@H]2[C@@H](C)C(=O)O[C@@H]3O[C@@]4(C)CC[C@@H]1[C@]32OO4
→ nt	0%	4.1µM*
17) Cc1nn(Cc2ccccc2)c(Cl)c1C(=O)OCC(=O)Nc1cccc2ccccc12
→ 5%	3%	?
18) O=C(Cn1ncc2c3ccccc3n(Cc3ccccc3F)c2c1=O)N1CCC2(CC1)OCCO2
→ 7%	-4%	12µM*
19) COC(=O)CN1C(=O)C2(C(C(=O)OC)=C(N)Oc3ccccc32)C2=C1CC(C)(C)CC2=O (stereo not given)
→ 2%	-10%	-26%
20) CCN(CC)C(=O)Oc1cc2c(-c3cc4cccc(OC)c4o3)cc(=O)oc2cc1C
→ 2%	-19%	23µM*
21) CCN1CCN(S(=O)(=O)c2ccc(Cl)c(C(=O)N(CC)CC(=O)Nc3ccc(OC)cc3)c2)CC1
→ -5%	?	0%
22) Cc1ccc(C2N(c3cc(C)on3)C(=O)C3CCCN32)cc1 (stereo not given)
→ 0%	-4%	-2%
23) COc1ccccc1Cn1c(SCC#N)nc2cc(C(=O)N3CCC4(CC3)OCCO4)ccc2c1=O
→ 3%	-9%	?
24) CC(=NCCN1CCOCC1)c1c(O)n(C2CCCCC2)c(=O)[nH]c1=O
→ 6%	1%	-9%
25) O=C(NC(Cc1ccccc1)C(=O)N1CCC2(CC1)OCCO2)C1CCCCC1 (stereo not given)
→ 0%	0%	-16%
26) NC(CCCCCP(=O)(O)O)C(=O)O (stereo not given)
→ 9%[56.1 µM]	?	nt
27) CN1CC[C@@]2(CCCN(C(=O)c3ccncc3)C2)C1
→ nt	-1%	-15%
28) Cc1ccc(Cl)c2sc(NC(=O)c3ccc(S(=O)(=O)N4CCCC4)cc3)nc12
→ 3%	-4%	?
29) Cc1ccc(-c2nc(N3CCOCC3)s[n+]2-c2ccccc2)cc1
→ 5%	?	-37%
30) CC(=NCC1CCCO1)c1c(O)n(-c2ccc(Cl)cc2)c(=O)[nH]c1=O (stereo not given)
→ 3%	-4%	2%
31) Cc1cccc(NP(=O)(Oc2ccccc2)Oc2ccccc2)c1C
→ -7%	-9%	?
32) C=CC[C@@H](CC(=O)N(CCO)Cc1ccccc1)C(=O)NC[C@H](OC(=O)[C@@H](CC=C)CC(=O)OC(C)(C)C)c1ccccc1
→ 0%	-13%	-79%

Quoted from above: entries 16–29
Below each compound – TDP1 block	KAT2A inh	TDP1 cell noCPT
16) C[C@@H]1CC[C@H]2[C@@H](C)C(=O)O[C@@H]3O[C@@]4(C)CC[C@@H]1[C@]32OO4
→ nt	0%	4.1µM*
17) Cc1nn(Cc2ccccc2)c(Cl)c1C(=O)OCC(=O)Nc1cccc2ccccc12
→ 5%	3%	?
18) O=C(Cn1ncc2c3ccccc3n(Cc3ccccc3F)c2c1=O)N1CCC2(CC1)OCCO2
→ 7%	-4%	12µM*
19) COC(=O)CN1C(=O)C2(C(C(=O)OC)=C(N)Oc3ccccc32)C2=C1CC(C)(C)CC2=O (stereo not given)
→ 2%	-10%	-26%
20) CCN(CC)C(=O)Oc1cc2c(-c3cc4cccc(OC)c4o3)cc(=O)oc2cc1C
→ 2%	-19%	23µM*
21) CCN1CCN(S(=O)(=O)c2ccc(Cl)c(C(=O)N(CC)CC(=O)Nc3ccc(OC)cc3)c2)CC1
→ -5%	?	0%
22) Cc1ccc(C2N(c3cc(C)on3)C(=O)C3CCCN32)cc1 (stereo not given)
→ 0%	-4%	-2%
23) COc1ccccc1Cn1c(SCC#N)nc2cc(C(=O)N3CCC4(CC3)OCCO4)ccc2c1=O
→ 3%	-9%	?
24) CC(=NCCN1CCOCC1)c1c(O)n(C2CCCCC2)c(=O)[nH]c1=O
→ 6%	1%	-9%
25) O=C(NC(Cc1ccccc1)C(=O)N1CCC2(CC1)OCCO2)C1CCCCC1 (stereo not given)
→ 0%	0%	-16%
26) NC(CCCCCP(=O)(O)O)C(=O)O (stereo not given)
→ 9%[56.1 µM]	?	nt
27) CN1CC[C@@]2(CCCN(C(=O)c3ccncc3)C2)C1
→ nt	-1%	-15%
28) Cc1ccc(Cl)c2sc(NC(=O)c3ccc(S(=O)(=O)N4CCCC4)cc3)nc12
→ 3%	-4%	?
29) Cc1ccc(-c2nc(N3CCOCC3)s[n+]2-c2ccccc2)cc1
→ 5%	?	-37%

Not all compounds are listed. The share of hits here may be higher or lower than overall.
